Screening data deposited in PubChem by several laboratories.
CaV13 FRET inh = Disruptors of the CACNA1D IQ motif to Ca2+-dependent inactivation inhibitor domain association, primary screening, Förster resonance energy transfer in intact living … | HEK cells, CFP/YFP FRET ICDI-IQ, plate reader, 10 min; percent FRET-ratio fall versus neutral wells | 0.098% of 340,000 active | AID 743397 | inhibition, % at 12.3 µM;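 active means mean replicate inhibition of at least 30% and at least 1% of replicates passing that level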;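 further: 0% = median of the neutral control wells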
PDI turbidity = inhibitors of human PDI, primary screen, biochemical, turbidity, single point, plate reader; Protein disulfide-isomerase (Homo sapiens), P07237; PDI insulin aggregation turbidity, A650, 90 min; inhibition, % at 10 µM; 0.052% of 350,000 active;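 active means mean inhibition across replicates of 30% or more, whatever share of single replicates reach that level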;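 further: absorbance from insulin aggregation driven by PDI reduction with DTT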
MC4R antagonist = MC4R antagonists of cAMP signaling, primary screen, cell-based, TR-FRET, antagonist arm of biased-ligand search; inhibition, % at 6.5 µM; 0.48% of 360,000 active; AID 540295, 2011; MC4R-expressing cells, MTII-stimulated cAMP, LANCE TR-FRET;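 active means inhibition above its plate's cutoff, the mean of tested wells on that plate plus 3 SD, cut at about 29% in these data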;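 further: 0% = Melanotan II alone and 100% = Melanotan II plus saturating MCL0020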
Target sequence (P32245 whole entry, looked up): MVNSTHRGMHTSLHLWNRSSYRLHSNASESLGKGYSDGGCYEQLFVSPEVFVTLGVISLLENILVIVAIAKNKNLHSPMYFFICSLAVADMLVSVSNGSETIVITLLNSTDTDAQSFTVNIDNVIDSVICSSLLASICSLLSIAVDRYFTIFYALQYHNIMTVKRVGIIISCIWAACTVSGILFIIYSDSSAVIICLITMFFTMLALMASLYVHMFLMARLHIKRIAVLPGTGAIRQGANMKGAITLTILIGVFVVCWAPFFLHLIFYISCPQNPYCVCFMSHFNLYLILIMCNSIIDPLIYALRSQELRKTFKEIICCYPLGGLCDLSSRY
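Material – human MC4R-expressing U2OS cells · Repeats – no replicates · Detection – TR-FRET with Eu-cAMP and labeled anti-cAMP, 671 nm · Times – compound 30 min, challenge 1 h, detection 1 h · Compound – single nominal compound dose of 6.5 µM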
m5-HT2A agonist = mouse Htr2a agonists via beta-arrestin recruitment, primary screen, cell-based, luminescence | 5-hydroxytryptamine receptor 2A (Mus musculus), P35363 | CHO-K1 mHTR2A beta-arrestin complementation; percent of 30 µM serotonin response | activation, % at 7.6 µM | 0.66% of 360,000 active | AID 624169, 2012;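 active means activation above a run cutoff, the mean activation of all tested compounds plus 3 SD, cut at about 14% in these data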;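 further: 0% = plate median of compound wells and 100% = 30 µM serotonin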
Target sequence (P35363 whole entry, looked up): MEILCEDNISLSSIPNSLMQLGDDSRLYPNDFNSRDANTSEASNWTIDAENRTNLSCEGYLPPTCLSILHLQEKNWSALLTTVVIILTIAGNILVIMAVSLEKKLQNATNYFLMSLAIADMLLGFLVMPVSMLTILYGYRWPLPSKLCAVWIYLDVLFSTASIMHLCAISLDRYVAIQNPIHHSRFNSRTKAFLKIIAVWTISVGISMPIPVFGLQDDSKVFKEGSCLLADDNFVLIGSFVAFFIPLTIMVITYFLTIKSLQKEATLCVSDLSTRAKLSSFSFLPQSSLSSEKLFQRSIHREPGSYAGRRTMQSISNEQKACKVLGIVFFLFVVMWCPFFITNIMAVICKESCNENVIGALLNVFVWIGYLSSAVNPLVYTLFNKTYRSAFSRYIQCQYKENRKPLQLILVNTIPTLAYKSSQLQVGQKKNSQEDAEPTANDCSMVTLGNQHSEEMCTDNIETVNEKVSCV
N-glyco inh = increase of ERlucT glycosylation luciferase signal, primary screen, N-linked glycosylation inhibitor project, D54 ERlucT cells, luminescence, set 2 | 0.23% of 360,000 active | reporter increase, % at 12.5 µM | D54 ERlucT glycosylation luciferase reporter, 24 h; percent of 100 nM tunicamycin response;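 active means mean luciferase reporter signal, scaled so untreated is 0 and the glycosylation-blocking control 100, at or above a set limit in every replicate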;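 further: luciferase carries N-glycosylation sites so blocking glycosylation raises the light; 0% = median of neutral control wells and 100% = median of 100 nM tunicamycin wells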
MC4R barr agon = MC4R agonists recruiting beta-arrestin, primary screen, cell-based, luminescence, agonist arm of biased-ligand search; 0.98% of 360,000 active; U2OS MC4R beta-arrestin complementation; percent of melanotan II response, DMSO zero; AID 540308, 2011; Melanocortin receptor 4 (Homo sapiens), P32245; activation, % at 8.9 µM;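 active means activation above a per-plate cutoff, the mean activation of sample wells on that plate plus 3 SD, cut at about 8% in these data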
ABHD5 PLIN5 PPI = ABHD5-PLIN5 interaction inhibitors, primary screen, cell lysate, split luciferase complementation, luminescence. Perilipin-5 (Homo sapiens) + 1-acylglycerol-3-phosphate O-acyltransferase ABHD5 (Homo …. Split G. princeps luciferase complementation, 4 h. inhibition, % at 4 µM. 0.78% of 360,000 active. AID 602281, 2012;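 active means inhibition above the mean inhibition across every tested compound plus 3 SD, cut at about 22% in these data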;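 further: 0% = DMSO only wells and the 100% control is not disclosed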
ABCB6 inh MLPCN = ABCB6 transporter inhibitors, primary screen, K562-ABCB6 cells, flow cytometry, MLPCN library | ATP-binding cassette sub-family B member 6 (Homo sapiens), Q9NP58 | K562-ABCB6 porphyrin accumulation, 1 h; active compounds read low | fluorescence ratio to DMSO, % at 10 µM | 0.19% of 360,000 active | AID 602162, 2011;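 active means fluorescence ratio to DMSO below 75%, the collection mean minus 3 SD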;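 further: signal is porphyrin accumulated inside mitochondria; 100% equals median channel fluorescence of DMSO control wells; lower ratio means ABCB6 inhibition with less porphyrin fluorescence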
Cardio protect = cardioprotection against H2O2-induced cell death, primary screen, uHTS, H9c2 cells, ATPLite luminescence; H9c2 cardiomyocytes, H2O2 injury protection, 2 h; protection from H2O2 cell death, % at 20 µM; 0.63% of 360,000 active; AID 588492, 2011;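 active means compounds giving at least 50% protection of heart cells from peroxide-induced death in the single-dose screen, raw or plate-pattern-corrected value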;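 further: 0% = DMSO wells with peroxide and 100% = DMSO wells without peroxide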
Exocytosis inh = LAMP-1 surface exposure blockers, TALL-104 cells – cell-based, flow cytometry, MLPCN library, primary screen | TALL-104 LAMP-1 surface exposure; cells stimulated with thapsigargin and PMA | inhibition, % at 10 µM | 0.66% of 360,000 active | AID 651702, 2012;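 active means inhibition above about 55%, limit read from the data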
* = called active by the depositor.

Screening Cc1ccc(C(=O)N/C(=C/c2cccnc2)C(=O)O)cc1 returned CaV13 FRET inh -2.4, PDI turbidity -2.3, MC4R antagonist -1.7, m5-HT2A agonist -4.3, N-glyco inh 2.4, MC4R barr agon -1.3, ABHD5 PLIN5 PPI -3.6, ABCB6 inh MLPCN 99.0, Cardio protect -1.2 and Exocytosis inh -4.8.
COc1ccc(C(CC(=O)N2CCCCC2)c2c(OC)cc(OC)c3c(-c4ccccc4)cc(=O)oc23)cc1 (centres undefined) was read as CaV13 FRET inh -6.6, PDI turbidity 2.2, MC4R antagonist -2.3, m5-HT2A agonist -8.0, N-glyco inh -3.2, MC4R barr agon 0.2, ABHD5 PLIN5 PPI -6.7, ABCB6 inh MLPCN 104.0, Cardio protect -5.8 and Exocytosis inh 4.0.
For C/C(=N\NC(=O)c1nnn(-c2nonc2N)c1CSc1ccc(Cl)cc1)c1ccco1 the results were CaV13 FRET inh -5.1, PDI turbidity -1.8, MC4R antagonist 6.1, m5-HT2A agonist -3.0, N-glyco inh -1.2, MC4R barr agon -0.3, ABHD5 PLIN5 PPI -0.6, ABCB6 inh MLPCN 96.0, Cardio protect 16.5 and Exocytosis inh 20.0.
`O=C(NCCCN1CCCC1)c1cc2c(Cl)nc3ccccc3c2s1` gave CaV13 FRET inh -15.6, PDI turbidity -16.1, MC4R antagonist -8.1, m5-HT2A agonist -12.2, N-glyco inh 2.4, MC4R barr agon -0.2, ABHD5 PLIN5 PPI 11.8, ABCB6 inh MLPCN 94.0, Cardio protect 6.7 and Exocytosis inh -3.7.
`Cc1cc2oc3ccc(NCCC4CCCN4C)cc3c(=O)c2cc1C` (centres undefined) gave CaV13 FRET inh -18.5, PDI turbidity 10.6, MC4R antagonist -6.9, m5-HT2A agonist -18.0, N-glyco inh -3.4, MC4R barr agon 1.4, ABHD5 PLIN5 PPI 12.1, ABCB6 inh MLPCN 124.0, Cardio protect -27.6 and Exocytosis inh -8.7.
For Cc1oc(-c2ccc(F)cc2)nc1CN1CCCC(C(=O)N2CCOCC2)C1 (centres undefined) the results were CaV13 FRET inh -7.3, PDI turbidity 6.1, MC4R antagonist 2.1, m5-HT2A agonist -1.3, N-glyco inh 2.3, MC4R barr agon 0.0, ABHD5 PLIN5 PPI -1.4, ABCB6 inh MLPCN 105.0, Cardio protect 0.2 and Exocytosis inh -2.5.
`CCc1nc2ccc(C(=O)N(C)CCCN(C)C)cn2c1N(C)C(=O)C1CCCCC1` gave CaV13 FRET inh -15.8, PDI turbidity -16.6, MC4R antagonist -3.3, m5-HT2A agonist 0.4, N-glyco inh -0.6, MC4R barr agon -0.9, ABHD5 PLIN5 PPI 4.6, ABCB6 inh MLPCN 96.0, Cardio protect -7.2 and Exocytosis inh -3.8.
`COCCn1nnnc1C(c1ccc(OC)cc1)N1CCN(C(=O)c2ccco2)CC1` (centres undefined) gave CaV13 FRET inh -5.3, PDI turbidity -13.2, MC4R antagonist 7.3, m5-HT2A agonist -6.6, N-glyco inh 3.5, MC4R barr agon -1.3, ABHD5 PLIN5 PPI 5.0, ABCB6 inh MLPCN 100.0, Cardio protect -1.4 and Exocytosis inh -1.5.
COC(=O)CNC(c1ccccc1)c1cc(Br)ccc1NS(=O)(=O)c1ccc(C)cc1 (centres undefined) was read as CaV13 FRET inh -3.5, PDI turbidity -6.4, MC4R antagonist 2.9, m5-HT2A agonist 0.5, N-glyco inh -9.0, MC4R barr agon -2.8, ABHD5 PLIN5 PPI -6.8, ABCB6 inh MLPCN 100.0, Cardio protect -5.8 and Exocytosis inh -1.3.
Screening CCOC(=O)[C@]12CCCC=C1N(Cc1cccc3ccccc13)C(=O)[C@H](CC(=O)N1CCN(C(=O)C3CC3)CC1)C2 returned CaV13 FRET inh -1.4, m5-HT2A agonist 0.3, ABHD5 PLIN5 PPI 7.2, ABCB6 inh MLPCN 99.0 and Exocytosis inh -0.5.
Screening O=C(NCc1cccc2ccccc12)c1cccs1 returned CaV13 FRET inh -5.3, PDI turbidity 2.7, MC4R antagonist 6.4, m5-HT2A agonist -2.1, N-glyco inh -2.0, MC4R barr agon -1.4, ABHD5 PLIN5 PPI 5.5, ABCB6 inh MLPCN 98.0, Cardio protect -8.3 and Exocytosis inh 6.5.
Screening Cc1cccc(CN2CCOCCS2(=O)=O)c1 returned CaV13 FRET inh -4.2, PDI turbidity -2.8, MC4R antagonist 4.5, m5-HT2A agonist -0.8, N-glyco inh -0.5, MC4R barr agon -0.6, ABHD5 PLIN5 PPI 1.1, ABCB6 inh MLPCN 84.0, Cardio protect 4.0 and Exocytosis inh -1.5.
For CCCCC1(Cc2ccc(OC)c([N+](=O)[O-])c2)C(=O)N(c2ccccc2)N(c2ccccc2)C1=O the results were CaV13 FRET inh -2.5, PDI turbidity -0.2, MC4R antagonist 0.1, m5-HT2A agonist -2.7, N-glyco inh 2.4, MC4R barr agon -1.0, ABHD5 PLIN5 PPI -1.2, ABCB6 inh MLPCN 85.0, Cardio protect 4.0 and Exocytosis inh 1.7.
For CCOc1ccc(S(=O)(=O)N2CCC(C(=O)NCC3CCCO3)CC2)cc1 (centres undefined) the results were CaV13 FRET inh -4.9, PDI turbidity -5.4, MC4R antagonist 4.0, m5-HT2A agonist -2.4, N-glyco inh 0.8, MC4R barr agon -3.1, ABHD5 PLIN5 PPI -6.2, ABCB6 inh MLPCN 92.0, Cardio protect 2.6 and Exocytosis inh -16.8.
CCOc1ccc(C2=CSC3=NCCN23)cc1 was read as CaV13 FRET inh -5.0, PDI turbidity 11.1, MC4R antagonist 6.8, m5-HT2A agonist 4.1, N-glyco inh -1.1, MC4R barr agon -0.1, ABHD5 PLIN5 PPI -5.1, ABCB6 inh MLPCN 98.0, Cardio protect -7.4 and Exocytosis inh 6.8.

The final two records of the section before are carried over, then new ones follow.
For CCOc1ccc(S(=O)(=O)N2CCC(C(=O)NCC3CCCO3)CC2)cc1 (centres undefined) the results were CaV13 FRET inh -4.9, PDI turbidity -5.4, MC4R antagonist 4.0, m5-HT2A agonist -2.4, N-glyco inh 0.8, MC4R barr agon -3.1, ABHD5 PLIN5 PPI -6.2, ABCB6 inh MLPCN 92.0, Cardio protect 2.6 and Exocytosis inh -16.8.
CCOc1ccc(C2=CSC3=NCCN23)cc1 was read as CaV13 FRET inh -5.0, PDI turbidity 11.1, MC4R antagonist 6.8, m5-HT2A agonist 4.1, N-glyco inh -1.1, MC4R barr agon -0.1, ABHD5 PLIN5 PPI -5.1, ABCB6 inh MLPCN 98.0, Cardio protect -7.4 and Exocytosis inh 6.8.
Cc1nn(Cc2ccc(F)cc2)c(C)c1NC(=O)c1cnn2c1NC(c1cccs1)CC2C(F)(F)F (centres undefined) was read as CaV13 FRET inh -5.5, PDI turbidity 4.1, MC4R antagonist 11.5, m5-HT2A agonist 3.7, N-glyco inh -1.5, MC4R barr agon 0.8, ABHD5 PLIN5 PPI 9.3, ABCB6 inh MLPCN 96.0, Cardio protect 3.1 and Exocytosis inh 1.4.
`C=CCc1ccc(OCC(O)CN2CCCCC2C)c(OC)c1` (centres undefined) gave CaV13 FRET inh -5.4, PDI turbidity -8.1, MC4R antagonist 0.8, m5-HT2A agonist -3.9, N-glyco inh -2.4, MC4R barr agon -1.0, ABHD5 PLIN5 PPI 3.9, ABCB6 inh MLPCN 98.0, Cardio protect -1.0 and Exocytosis inh -8.1.
Screening C=CCOc1cccc(C(=O)N2CCC(CCC(=O)NC3CC3)CC2)c1 returned CaV13 FRET inh -2.2, PDI turbidity 1.2, MC4R antagonist -1.8, m5-HT2A agonist 4.5, N-glyco inh 0.8, MC4R barr agon -1.4, ABHD5 PLIN5 PPI -2.3, ABCB6 inh MLPCN 94.0, Cardio protect -2.8 and Exocytosis inh -1.1.
Screening COc1ccccc1N(C)S(=O)(=O)c1ccc(C(=O)N2CCC2)cc1 returned PDI turbidity 3.4, MC4R antagonist 7.1, m5-HT2A agonist -4.3, N-glyco inh 1.4, MC4R barr agon -0.2, ABHD5 PLIN5 PPI -0.3, ABCB6 inh MLPCN 99.0, Cardio protect 3.0 and Exocytosis inh -1.1.
Screening O=c1cc(N2CCN(c3cccc(Cl)c3)CC2)[nH]c(=O)n1C1CCCCC1 returned PDI turbidity -6.2, MC4R antagonist 15.3, m5-HT2A agonist 7.7, N-glyco inh -0.9, MC4R barr agon 1.9, ABHD5 PLIN5 PPI 4.0, ABCB6 inh MLPCN 137.0, Cardio protect -4.6 and Exocytosis inh -4.2.
CC(C)C(C(=O)NCc1ccccc1)N(CC1CCCO1)C(=O)CNS(=O)(=O)c1ccccc1 (centres undefined) was read as CaV13 FRET inh -2.9, PDI turbidity -2.7, MC4R antagonist 1.2, m5-HT2A agonist 8.7, N-glyco inh 0.1, MC4R barr agon 0.0, ABHD5 PLIN5 PPI -3.3, ABCB6 inh MLPCN 89.0, Cardio protect 2.9 and Exocytosis inh -6.2.
For COc1ccc(CCNC(=O)CCC(=O)N2CCOc3ccc(C)cc32)cc1OC the results were CaV13 FRET inh -4.8, MC4R antagonist 3.3, m5-HT2A agonist -0.2, N-glyco inh -0.4, MC4R barr agon -0.7, ABHD5 PLIN5 PPI -3.1, ABCB6 inh MLPCN 86.0, Cardio protect 3.5 and Exocytosis inh 0.0.
Screening CC(C)c1ccc(OCC(=O)Nc2ccc3oc(=O)ccc3c2)cc1 returned CaV13 FRET inh -6.9, PDI turbidity 22.0, MC4R antagonist 2.9, m5-HT2A agonist -1.1, N-glyco inh 1.4, MC4R barr agon 1.6, ABHD5 PLIN5 PPI 0.3, ABCB6 inh MLPCN 159.0, Cardio protect -6.0 and Exocytosis inh 1.7.
`Cn1c(=O)c2c(ncn2CC(=O)OCC(=O)c2ccc(Br)cc2)n(C)c1=O` gave CaV13 FRET inh -6.5, PDI turbidity -3.2, MC4R antagonist 15.3, m5-HT2A agonist -6.9, N-glyco inh 2.3, MC4R barr agon -1.0, ABHD5 PLIN5 PPI -5.5, ABCB6 inh MLPCN 107.0, Cardio protect 3.9 and Exocytosis inh 16.4.
`NC(=O)c1cccnc1Nc1ccccc1Cl` gave CaV13 FRET inh -7.1, PDI turbidity -3.9, MC4R antagonist 1.5, m5-HT2A agonist 0.5, N-glyco inh -0.8, MC4R barr agon 0.5, ABHD5 PLIN5 PPI 1.4, ABCB6 inh MLPCN 106.0, Cardio protect 1.5 and Exocytosis inh -2.8.

This is a random part of the collection; 4.2% or so of the library scored in one or more.
